ASM inhibitor: human S-ASM enzyme inhibition | Potency, µM (titrated, usually from 57.5 µM), for the others: at the top dose activity change, negative = inhibition, actives largely listed as inhibitors | P17405 | 0.006% of 340,000 active | placental ASM, HMU-PC fluorogenic substrate, 60 min | AID 504937; further: potency means the concentration at half of the fitted maximal effect
Target sequence (P17405 47-631 limits assumed): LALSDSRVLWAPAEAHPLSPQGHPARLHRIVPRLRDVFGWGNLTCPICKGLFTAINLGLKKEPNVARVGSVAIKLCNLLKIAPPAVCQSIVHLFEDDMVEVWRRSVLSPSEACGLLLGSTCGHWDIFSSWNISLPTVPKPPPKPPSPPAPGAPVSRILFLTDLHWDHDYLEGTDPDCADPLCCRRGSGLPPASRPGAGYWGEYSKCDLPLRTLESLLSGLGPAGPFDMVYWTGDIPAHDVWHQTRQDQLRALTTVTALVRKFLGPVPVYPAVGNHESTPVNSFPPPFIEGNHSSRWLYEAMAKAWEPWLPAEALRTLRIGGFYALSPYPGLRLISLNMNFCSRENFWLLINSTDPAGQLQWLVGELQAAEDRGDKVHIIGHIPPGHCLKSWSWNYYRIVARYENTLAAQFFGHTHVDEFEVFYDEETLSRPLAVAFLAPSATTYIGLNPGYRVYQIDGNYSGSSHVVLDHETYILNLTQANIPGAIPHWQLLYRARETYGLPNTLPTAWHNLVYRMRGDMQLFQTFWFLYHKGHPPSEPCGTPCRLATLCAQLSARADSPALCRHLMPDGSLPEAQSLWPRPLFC
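Human placenta-derived ASM preincubated with compound 10 min at room temperature, then reacted with 9 uM (final) fluorogenic HMU-PC substrate for 60 min at 37 C. Stop solution raises pH to 10; fluorescence read at Ex 386/Em 447 nm.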
TSHR antag: antagonists of human thyroid stimulating hormone receptor; P16473; TSHR-expressing cells, TSH-stimulated cAMP HTRF, 2 h; hits give low values; activity change, negative = inhibition, % at 11.5 µM; 0.2% of 330,000 active;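 active means activity change below a set negative limit, meaning inhibition stronger than a set level, cut at about -70% in these data; inconclusive means activity change between two set negative limits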; further: on the % scale 0 is the no-effect control and ±100 the full control effect
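Inhibition of cAMP made by TSHR-expressing cells under TSH stimulation (4nM final, EC80; 2 h, 37 deg C) is quantified with a one-step lysis HTRF kit, anti-cAMP cryptate versus cAMP-d2.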
AT treatment: potential ataxia-telangiectasia treatment. […] A-T fibroblasts, KAP-1 phosphorylation AlphaLISA; neocarzinostatin DNA damage 30 min before lysis. AID 485349. Potency, µM (titrated, usually from 57.5 µM), for inactives: top-dose activation, hits mostly activators. 0.19% of 320,000 active; further: potency means the concentration at half of the fitted maximal effect; % of control where 0% means no effect; nearly all actives have a fitted effect of over 45% in size
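ATM-like activity read as KAP-1 phosphorylation via AlphaLISA donor/acceptor antibody pairs after lysis and 6 hr at 25C. Cells were ATM-null patient fibroblasts ([…], hTERT), dosed 60 min, then exposed to the DSB inducer NCS for 30 min.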
a7 integrin act: integrin-mediated muscular dystrophy alleviation activation; Potency, µM (titrated, usually from 38.3 µM), for the others: top-dose activation, usual class: activators; alpha7betagal myoblasts, beta-gal FDG fluorescence, 48 h; 0.064% of 350,000 active;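 further: potency means the concentration at half of the fitted maximal effect; 100% = response of the positive control SU9516; nearly all actives have a fitted effect of over 60% in size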
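Alpha7betagal+/- myoblasts (passage 13) were plated 16-24 hr, then exposed to compounds (1:260 dilution of DMSO stock) for 48 hours at 37C. After MPER lysis, β-galactosidase reporter activity was read as FDG fluorescence (ex 480/em 540) after 30 minutes.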
Chronic BCR inh: chronic active BCR signaling inhibition; ABC-DLBCL IkBa-CBG/CBR reporter, luminescence ratio, 4 h; 0.05% of 340,000 active; AID 493014; Potency, µM (top dose mostly 46.1 µM), without a hit: at the top dose ratio change, negative = lower green/red ratio, usual class: inhibitors; active means well fitted inhibition curve with a large enough effect in the signal ratio, with a control signal flat, not every such curve was filed as active; inconclusive means small, poorly fitted or top-dose-only effect, or effect the other way, or a change in a side signal; the % refers to the signal ratio;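 further: potency means the concentration at half of the fitted maximal effect; plate controls were basal doxycycline-induced cells for no effect and cells given 10 µM MG132 for full effect; MG132 reads +100%, hits lower the ratio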
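Compounds up to 46 uM were incubated four hours with TMD8 cells whose green CBG68 luciferase is fused to IkappaBalpha; red CBR luminescence normalised the signal, and concentration-effect curves were fitted to fusion, red and ratio data.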
Tb PFK inh: T. brucei PFK enzyme inhibition. O15648. T. brucei PFK, ADP-Glo luminescence. Potency, µM (series often up to 57.5 µM), for inactives: at the top dose activity, negative = inhibition, hits mostly inhibitors. 0.17% of 330,000 active. AID 485367;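 further: potency means the concentration at half of the fitted maximal effect; 0% = uninhibited 1x PFK enzyme wells and -100% = no-enzyme wells; nearly all actives have a fitted effect of over 60% in size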
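Compounds were pin-transferred as a titration series up to 57 uM into substrate buffer (0.5 mM F6P, 0.1 mM ATP, pH 8.0), then 1.25 nM PFK was added and reactions ran 45 min before ADP-Glo detection.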
Eya2 inh: blocks the phosphatase activity of human Eya2 | 0.006% of 330,000 active | Potency, µM (top dose mostly 76.9 µM), for inactives: at the highest dose activity, negative = inhibition, hits mostly inhibitors | recombinant Eya2, OMFP fluorescence dephosphorylation (OMFP is methylfluorescein phosphate); further: potency means the concentration at half of the fitted maximal effect; on the % scale 0 is the no-effect control and ±100 the full control effect
Target sequence (O00167 whole entry, looked up): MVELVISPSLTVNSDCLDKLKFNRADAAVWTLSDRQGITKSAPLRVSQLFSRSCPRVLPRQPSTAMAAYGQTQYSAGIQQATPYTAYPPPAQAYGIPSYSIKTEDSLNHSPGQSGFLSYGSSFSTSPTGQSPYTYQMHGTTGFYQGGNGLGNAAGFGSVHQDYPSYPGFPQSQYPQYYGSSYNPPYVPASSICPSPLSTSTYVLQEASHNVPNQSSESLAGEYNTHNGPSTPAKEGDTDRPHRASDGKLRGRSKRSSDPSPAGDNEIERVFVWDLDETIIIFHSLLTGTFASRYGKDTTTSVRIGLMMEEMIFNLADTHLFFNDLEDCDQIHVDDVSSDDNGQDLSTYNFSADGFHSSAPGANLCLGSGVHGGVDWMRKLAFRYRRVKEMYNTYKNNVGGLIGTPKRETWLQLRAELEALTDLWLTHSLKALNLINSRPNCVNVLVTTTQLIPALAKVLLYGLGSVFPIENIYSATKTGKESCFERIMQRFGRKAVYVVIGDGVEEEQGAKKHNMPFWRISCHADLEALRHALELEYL
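Eya2 (0.2 uM) preincubated 10 min at ambient with compound, then OMFP substrate added at 50 uM; 10 min reaction in 50 mM HEPES pH 7.5, 50 mM NaCl, 5 uM MgCl2, 0.05% BSA, 1 mM DTT. Fluorescence read at Ex 485/Em 525 nm.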
ELG1 repair inh: inhibitors of ELG1-dependent DNA repair in HEK293T cells; Potency, µM (top dose mostly 46.1 µM), for the others: top-dose activity change, negative = inhibition, most hits filed as inhibitors; HEK293T ELG1-luciferase reporter, luminescence, 16 h; DNA damage induced by 5-fluorouridine; 2.3% of 330,000 active; AID 504467; further: potency means the concentration at half of the fitted maximal effect; on the % scale 0 is the no-effect control and ±100 the full control effect; nearly all actives have a fitted effect of over 55% in size
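DMSO vehicle served as the neutral condition. Each well held 2,000 cells given 5-fluorouridine plus compound; after 16 hr at 37 °C/5% CO2, ONE-Glo was added and luciferase measured 30 min later.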
TCR activator: T cell receptor activation. 330,000 tested, under 10 active. AID 504894. primary human leukocytes, anti-CD3, IL-2 HTRF, 48 h. Potency, µM (highest dose often 9.22 µM), inactives show at the top dose activation of IL-2 secretion, hits mostly activators; further: % of control where 0% means no effect
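Activity was scored as IL-2 release from primary human leukocytes given only a TCR signal (a-CD3 beads) plus compound for 48 hr. Detection used a two-antibody HTRF format read at 665nm.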
Mito fusion act: inhibitors of mitochondrial division or activators of mitochondrial fusion. S. cerevisiae fusion-defective mutant growth rescue, CellTiterGlo 48 h. Potency, µM (highest dose often 46.1 µM), without a hit: at the highest dose growth rescue (activation), most hits filed as activators. 0.23% of 320,000 active. AID 485298;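 further: potency means the concentration at half of the fitted maximal effect; % of control where 0% means no effect; nearly all actives have a fitted effect of over 45% in size; temperature-sensitive fusion mutants such as fzo1-1 at 37 °C on non-fermentable ethanol glycerol medium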
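Compounds are tested for their ability to restore growth of mitochondrial fusion-defective yeast strains at non-permissive 37C in YPEG medium over 48 hours. Viability is quantified by luciferase luminescence.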
PTAP TSG101 blk: blocks PTAP/TSG101 interaction to inhibit HIV-1 budding; Fluorescence polarization, FITC-PTAP peptide / Tsg101 binding; Potency, µM (doses to about 115 µM), without a hit: at the top dose activity change, negative = inhibition, most hits filed as inhibitors; 340,000 tested, under 10 active; AID 493005; active means well fitted inhibition curve with a large enough effect in the main read-out, with a control signal flat, not every such curve was filed as active; inconclusive means small, poorly fitted or top-dose-only effect, or effect the other way, or a change in a side signal; inactive means no such curve, though single readings can be large or run the other way; further: potency means the concentration at half of the fitted maximal effect; % of control where 0% means no effect
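Fluorescence anisotropy tracks displacement of a FITC-tagged PTAP peptide (50 nM) from the Tsg101 binding domain (10 uM), following a 20 min room-temperature incubation at pH 7.5.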
Active calls of the source: *; ? = inconclusive; / = no result given; [ ] = dose if it differs, or a comment. Unless noted, the call rests on the fitted dose curve; in most records, active means well fitted curve in the direction sought with a large enough effect; inconclusive means small, poorly fitted or top-dose-only effect, or another doubt; inactive means no such curve, though single readings can be large; an effect the other way counts as inactive or inconclusive.

Structure,ASM inhibitor,TSHR antag,AT treatment,a7 integrin act,Chronic BCR inh,Tb PFK inh,Eya2 inh,ELG1 repair inh,TCR activator,Mito fusion act,PTAP TSG101 blk
CCOc1ccccc1C(=S)NC1CCCCC1,0%,-8,-6%,10%,?,-6%,-2%,-8%,/,-12%,0%
Cc1cc2oc(=O)cc(Cn3ccnc3)c2cc1C,-2%,-2,-8%,6%,-1%,2%,-4%,0%,5%,0%,-3%
COc1cc([C@H]2OC[C@H]3[C@@H]2CO[C@H]3c2ccc(O)c(OC)c2)ccc1O,-2%,5,-8%,3%,-3%,3%,-11%,?,-2%,/,-1%
CC(=O)Nc1ccc(S(=O)(=O)NC2(C(F)(F)F)C(=O)Nc3c2c(=O)[nH]c(=O)n3C)cc1 (centres undefined),2%,0,-1%,6%[7.66 µM],8%,3%,-32%,9%,/,-2%,-2%
COc1ccc2[nH]c(=O)c(C(c3nnnn3C(C)(C)C)N(Cc3ccco3)CC3CCCO3)cc2c1 (centres undefined),37%,19,-7%,-22%,-3%,2%,3%,28%,17%,1%,-5%
COc1ccc(CCNC(=O)C(CC(C)C)NC(N)=O)cc1 (centres undefined),-1%,14,-19%,14%,-9%,1%,-13%,-8%,-1%,-2%,-7%
O=C(c1ccc(Cl)cc1)c1oc2ccccc2c1CS(=O)c1ccccc1 (centres undefined),-11%,30,13%,?,4%,3%,-21%,?,-4%,-6%,0%
COc1cc2c(cc1OC)CN(C(=O)/C=C/c1cc(OC)c(OC)c(OC)c1)CC2,3%,23,3.2µM*,-10%,?,-21%,?,?,3%,32%,-1%

In a second layout: five of the compounds above
Every second line gives: ASM inhibitor | TSHR antag | AT treatment | a7 integrin act | Chronic BCR inh | Tb PFK inh | Eya2 inh | ELG1 repair inh | TCR activator | Mito fusion act | PTAP TSG101 blk
COc1cc([C@H]2OC[C@H]3[C@@H]2CO[C@H]3c2ccc(O)c(OC)c2)ccc1O
    -2% | 5 | -8% | 3% | -3% | 3% | -11% | ? | -2% | / | -1%
CCOc1ccccc1C(=S)NC1CCCCC1
    0% | -8 | -6% | 10% | ? | -6% | -2% | -8% | / | -12% | 0%
O=C(c1ccc(Cl)cc1)c1oc2ccccc2c1CS(=O)c1ccccc1 (centres undefined)
    -11% | 30 | 13% | ? | 4% | 3% | -21% | ? | -4% | -6% | 0%
COc1ccc2[nH]c(=O)c(C(c3nnnn3C(C)(C)C)N(Cc3ccco3)CC3CCCO3)cc2c1 (centres undefined)
    37% | 19 | -7% | -22% | -3% | 2% | 3% | 28% | 17% | 1% | -5%
COc1ccc(CCNC(=O)C(CC(C)C)NC(N)=O)cc1 (centres undefined)
    -1% | 14 | -19% | 14% | -9% | 1% | -13% | -8% | -1% | -2% | -7%

The list continues.
Structure,ASM inhibitor,TSHR antag,AT treatment,a7 integrin act,Chronic BCR inh,Tb PFK inh,Eya2 inh,ELG1 repair inh,TCR activator,Mito fusion act,PTAP TSG101 blk
Cc1cccc(C(=O)NCC(=O)N2CCC2)c1,-1%,-9,-1%,-30%,1%,-7%,-19%,26%,-1%,-4%,1%
O=C(CSC1=NCCN1)NC1CCCCCC1,3%,2,/,-25%,?,-7%,-6%,?,2%,1%,-5%
Cc1ccc(NC(=S)Nc2ccc(OC(F)F)c(Cl)c2)cc1Cl,-7%,3,15%,-22%,2%,-25%,1%,-5%,-1%[46.1 µM],-14%,-2%
COc1ccccc1C(=O)NCCC(=O)N1CCN(S(=O)(=O)c2ccccc2C(F)(F)F)CC1,0%,-4,3%,3%,-7%,0%,-26%,-5%,5%,3%,0%
O=C(c1ccc(Cl)cc1Cl)c1ncc(C(F)(F)F)cc1Cl,-2%,-8,6%,0%,-14%,-2%,-4%,12%,2%,0%,-7%
O=C(c1ccccc1)N1N=C(c2ccccc2)CC1c1cccs1 (centres undefined),-8%,6,10%,0%,-6%,6%,2%,2%,-5%,?,-2%
O=C(COc1ccc(Cl)cc1)N/N=C/c1cccc2cccnc12,5%,8,3%,-25%,-5%,-2%,-15%,?,4%,-4%,-3%
COc1ccc([C@H]2CC(=O)C=C(c3ccc4c(c3)OCCO4)C2)cc1,13%,10,-9%,-26%,1%,1%,7%,14%,-2%,?,-1%
Oc1ccc(/C=N/NC(=S)Nc2cccnc2)c(O)c1,30%,0,-3%,-36%,?,-4%,-3%,16%,-1%[46.1 µM],0%,1%
COc1cc(/C=N\NC(=O)c2ccc(-c3ccccc3)cc2)cc(OC)c1OC(C)=O,-17%,38,-11%,?,?,-5%,9%,-26%,-4%,-2%,-6%
COc1ccc(S(=O)(=O)N2CCC(C(=O)NCc3ccc(C)cc3)CC2)cc1,-3%,8,9%,8%,1%,-2%,6%,-4%,-1%,6%,-1%
CCn1c(=O)c(C(=O)CN2CCN(S(=O)(=O)c3cc(C)ccc3C)CC2)c(N)n(Cc2ccccc2)c1=O,-1%,-9,2%,-35%,0%,0%,3%,6.5µM*,0%[46.1 µM],-2%,-6%
O=C(C[C@H]1C/C=C\C[C@H](Cc2ccc(F)cc2)C(=O)O[C@@H](c2ccccc2)CNC1=O)N[C@H](CO)Cc1ccccc1,-5%,4,-3%,-15%,1%,0%,3%,?,-3%,/,-5%
O=C(NCc1ccco1)c1ccc(CNc2c(N3CCCCC3)c(=O)c2=O)cc1,7%,0,-7%,-9%,-1%,-5%,-5%,-1%,1%,-5%,-3%
COc1ccc(/C=N/NC(=O)c2cc(C3CC3)[nH]n2)cc1OC,-6%,3,-5%,23%,-23%,0%,-7%,9%,-5%,1%,-2%
CC(C)[C@H](NC(=O)OC(C)(C)C)C(=O)N1CCC(C(=O)N[C@@H](C)C(=O)Nc2ccc(F)cc2)CC1,-3%,-3,-14%,?,-1%,-12%,4%,5%,4%,-3%,-2%
COc1ccc(OCC(=O)N2CCN(S(=O)(=O)c3ccc(Cl)cc3)CC2)cc1,-1%,-7,-1%,-5%,-9%,1%,-9%,-1%,1%,0%,0%
N#CCCN(CCC#N)c1nnc(-c2ccccc2)s1,1%,8,2%,3%,-8%,-5%,23%,5%,0%,0%,-3%
COc1ccc(OC)c(S(=O)(=O)NNC(=S)Nc2ccc3c(c2)OCO3)c1,-27%,4,5%,-9%,?,0%,-15%,7%,-1%,-5%,0%
N#Cc1nc(Cc2cccc3ccccc23)oc1NCCN1CCOCC1,3%,-9,4%,12%,?,2%,11%,4%,-2%,0%,-4%
COc1ccc(C(C)=O)cc1CSc1ccc(S(=O)(=O)N2CCOCC2)cn1,3%,-9,9%,-15%,-5%,8%,-3%,-17%,10%,11%,-4%
CCOC(=O)c1c(C)nc2c(c(SC)nn2-c2ccccc2)c1N,-4%,-21,-2%,12%,7%,-3%,-8%,1%,-5%,1%,-10%
O=C(N1CCCC1)C12CC3CC(C1)CC(C(=O)N1CCCC1)(C3)C2,0%,34,-2%,20%,?,-1%,-4%,15%,2%,18%,-2%
O=c1c([N+](=O)[O-])c(N2CCOCC2)c2ccccc2n1-c1ccccc1,-1%,-5,5%,20%,3%,-2%,4%,9%,-3%,9%,-5%
O=C(CSc1ncn[nH]1)c1ccccc1,3%,13,5%,4%,-7%,?,11%,27%,-7%,0%,-6%
O=C(O)c1cc(-c2ccc(/C=N/N3C(=O)C4C5C=CC(C6CC56)C4C3=O)o2)ccc1Cl (centres undefined),6%,-3,4%,12%,2%,0%,5%,?,1%,4%,-4%
Cc1cc2nnc(SCC(=O)N3CCCCC3)n2c(N)n1,6%,2,5%,3%,?,0%,-3%,8%,-4%,-5%,-4%
C[C@H]1COC(=O)[C@@H](CC(=O)OC(C)(C)C)C/C=C\C[C@H](CC(=O)NCCO)C(=O)N1,5%,-9,3%,-2%,4%,10%,2%,17%,-5%,/,-5%
CCCn1cc(C(CC(=O)O)C(=O)O)c2ccccc21 (centres undefined),1%,/,2%,0%,?,-1%,5%,-2%,-1%,-5%,-2%

Assay outcomes deposited in PubChem BioAssay by National Center for Advancing Translational Sciences (NCATS).
